HKDC1 inh = HKDC1 hexokinase inhibitors, primary screen, biochemical, fluorescence, uHTS; Q2TB90; recombinant HKDC1, G6PDH/diaphorase resazurin coupled fluorescence; inhibition, % at 20 µM; 340,000 compounds, 0.16% hits;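 active = inhibition above about 35% when tested at 20 µM, limit read from the data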;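 note: plate controls were DMSO wells with enzyme for no effect and DMSO wells lacking enzyme for full effect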
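Assay system: recombinant HKDC1 hexokinase; detection: coupled resazurin fluorescence, excitation 525 nm, emission 613 nm; benchmarks: DMSO-plus-enzyme-mix negative control, buffer-substituted positive control; compound dosing: single 20 µM dose; schedule: 90 min at room temperature in dark; also added: glucose plus 1 mM ATP as hexokinase substrates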
SENP6 inh = SENP6 protease inhibitors, primary screen, biochemical, luminescence, uHTS; Sentrin-specific protease 6 (Homo sapiens), Q9GZR1; Recombinant SENP6 catalytic domain, aminoluciferin luminescence; inhibition, % at 10 µM; 330,000 compounds, 1.8% hits; AID 2599, 2010;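 active = inhibition above about 50% at the single tested dose, limit read from the data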;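 note: plate controls were DMSO wells with enzyme for no effect and DMSO wells lacking enzyme for full effect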
Target sequence (Q9GZR1 628-1112 limits assumed): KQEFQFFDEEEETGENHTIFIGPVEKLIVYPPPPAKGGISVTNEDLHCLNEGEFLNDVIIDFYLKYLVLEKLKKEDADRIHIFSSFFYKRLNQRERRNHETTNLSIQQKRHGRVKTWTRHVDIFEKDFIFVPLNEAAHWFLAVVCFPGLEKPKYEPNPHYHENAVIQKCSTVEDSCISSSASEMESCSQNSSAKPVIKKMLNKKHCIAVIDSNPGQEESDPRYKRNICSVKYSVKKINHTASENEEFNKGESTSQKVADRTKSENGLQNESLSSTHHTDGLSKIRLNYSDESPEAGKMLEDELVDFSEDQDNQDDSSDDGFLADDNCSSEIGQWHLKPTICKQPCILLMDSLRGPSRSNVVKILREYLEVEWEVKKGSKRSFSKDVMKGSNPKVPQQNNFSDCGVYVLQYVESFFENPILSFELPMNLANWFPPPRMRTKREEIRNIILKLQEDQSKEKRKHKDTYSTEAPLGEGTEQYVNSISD
PfGluPho inh = PfG6PD enzyme inhibitors, primary screen, biochemical, fluorescence intensity, uHTS; glucose-6-phosphate dehydrogenase-6-phosphogluconolactonase (Plasmodium falciparum 3D7); PfGluPho enzyme, NADPH resazurin-diaphorase fluorescence; inhibition, % at 20 µM; 350,000 compounds, 0.78% hits; AID 504690, 2011;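 active = inhibition reaching at least a set limit at 20 µM in the primary screen, cut at about 59% in these data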;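 note: 0% = DMSO wells with substrate and 100% = DMSO wells lacking glucose-6-phosphate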
SENP8 block = human SENP8 protease inhibitors, primary screen, biochemical, fluorescence, Nedd8 protein substrate, uHTS; AID 602440, 2012; 360,000 compounds, 0.64% hits; Sentrin-specific protease 8 (Homo sapiens), Q96LD8; inhibition, % at 20 µM; recombinant SENP8; in the data active = inhibition mostly above about 40%, no sharp cut-off; inactive = mostly below about 27%
Target sequence (Q96LD8 whole entry, looked up): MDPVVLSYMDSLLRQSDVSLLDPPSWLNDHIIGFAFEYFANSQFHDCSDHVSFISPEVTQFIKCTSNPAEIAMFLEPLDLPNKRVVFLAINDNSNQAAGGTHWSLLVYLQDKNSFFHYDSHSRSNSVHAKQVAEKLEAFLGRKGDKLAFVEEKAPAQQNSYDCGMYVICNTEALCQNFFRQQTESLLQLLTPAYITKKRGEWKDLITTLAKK
ATG4B inhibitor = ATG4B protease inhibitors, primary screen, biochemical, fluorescence, uHTS; Cysteine protease ATG4B (Homo sapiens), Q9Y4P1; ATG4B cleavage of LC3-PLA2, NBD-HPC fluorescence, 1 h; inhibition, % at 8.33 µM; 340,000 compounds, 0.51% hits; in the data active = inhibition above about 40%
Target sequence (Q9Y4P1 whole entry, looked up): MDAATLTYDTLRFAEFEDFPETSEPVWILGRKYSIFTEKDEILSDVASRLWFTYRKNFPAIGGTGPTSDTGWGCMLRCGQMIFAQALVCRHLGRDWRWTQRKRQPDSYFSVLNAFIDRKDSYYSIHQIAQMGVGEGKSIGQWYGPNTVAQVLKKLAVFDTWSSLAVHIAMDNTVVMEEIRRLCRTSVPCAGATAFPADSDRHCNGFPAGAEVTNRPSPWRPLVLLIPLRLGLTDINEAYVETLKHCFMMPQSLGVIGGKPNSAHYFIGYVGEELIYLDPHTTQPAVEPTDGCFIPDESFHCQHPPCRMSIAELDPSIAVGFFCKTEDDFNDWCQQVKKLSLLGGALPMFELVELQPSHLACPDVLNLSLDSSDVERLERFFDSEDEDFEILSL
NR3A LBD binder = binders of NR3A ligand-binding domain, primary screen, biophysical, differential scanning fluorimetry, uHTS | Glutamate receptor ionotropic, NMDA 3A (GRIN3A) ligand-binding domain | NR3A LBD differential scanning fluorimetry, Tm shift; 0% = protein alone, 100% = glycine-bound protein | Tm shift relative to glycine control, % at 25 µM | 340,000 compounds, 2.5% hits | AID 1259313, 2017;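 active = melting temperature shift of at least 10% of the positive control shift, at one fixed dose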
SENP7 inh = SENP7 protease inhibitors, primary screen, biochemical, luminescence, uHTS. recombinant SENP7, Z-RLRGG-aminoluciferin luminescence, 40 min. AID 434973, 2010. 330,000 compounds, 1.5% hits. Sentrin-specific protease 7 (Homo sapiens), Q9BQF6. inhibition, % at 5 µM;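 active = inhibition above about 50% at the single test dose, limit read from the data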;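 note: plate controls were DMSO with enzyme for no effect and no enzyme buffer wells for full effect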
MPTP inh = mitochondrial permeability transition pore inhibitors, primary screen, biochemical, isolated mouse mitochondria, absorbance | 360,000 compounds, 1.4% hits | inhibition, % at 10 µM | Ca2+ swelling absorbance, 30 min | AID 602449, 2012;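 active = inhibition of 50% or more, scaled per plate between neutral and stimulator controls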;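 note: 0% = DMSO wells given calcium and 100% = 1 mM EGTA wells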
Numbers without * were called inactive; . = not tested or not shown. Compounds as they come (roughly 6.9% active in at least one column).

SMILES	HKDC1 inh	SENP6 inh	PfGluPho inh	SENP8 block	ATG4B inhibitor	NR3A LBD binder	SENP7 inh	MPTP inh
O=C1CCC(C(=O)N(Cc2cccs2)C2(C(=O)NC3CCCCC3)CCCCC2)N1 (stereo unspecified)	0	0	-19	20	11	-1	-7	2.3
Nc1ccnc(=O)[nH]1	-5	-8	8	6	-4	3	1	-2.6
CC12CN3CC(C)(CN(C1)C3c1ccc3c(c1)OCO3)C2O (stereo unspecified)	-7	-10	-7	27	-7	0	6	0.2
CC(=O)Nc1ccc(C(=O)N(C)c2ccccc2)cc1	-9	-5	2	1	1	0	-2	8.8
Cc1nc(NC(=O)c2ccccc2O)sc1C	-1	49	28	-170	8	0	54*	0.5
COc1ccccc1OCC(=O)Nc1ccccn1	5	82*	0	2	7	1	86*	2.7
Cc1ccc(OCC(=O)n2nc(C)cc2C)c(Br)c1	19	-20	-17	9	-2	4	5	-1.9
Cc1ccccc1NC(=S)N1CCC(C(=O)c2ccc(F)cc2)CC1	8	1	-4	4	-6	2	2	-1.1
CCOC(=O)C1C(C(=O)OC)=C(c2ccc(OC)cc2)c2ccccc2N1S(=O)(=O)C(F)(F)F (stereo unspecified)	-2	.	6	-106	0	11*	-5	-2.8
CCn1c(SCC(=O)c2ccccc2)nnc1-c1cccnc1	-9	2	2	19	-3	-2	6	1.2
CC(=O)Nc1nonc1-c1nc2ccccc2n1CC1CC1	-5	-18	-19	-480	-8	1	-5	4.9
CCN(CC)C(=O)CSc1nc2c(sc(=S)n2-c2ccccc2)c(=O)n1-c1ccc(OC)c(OC)c1	21	5	-3	8	-3	1	-6	2.2
COc1ccc(-n2c(SCC(=O)NCc3cccs3)nnc2-c2ccoc2C)cc1	-3	-12	1	34	-3	0	-1	-4.2
CCCCn1nc(NS(=O)(=O)c2cccc3nonc23)c2cc3cccc(C)c3nc21	5	1	-15	15	0	-1	5	-0.2
CNC(=O)COC(=O)c1ccccc1C(=O)c1ccc(Cl)c([N+](=O)[O-])c1	-4	.	9	10	2	-1	.	-1.6
O=C(NC(Cc1ccc(O)cc1)C(=O)O)c1ccc2c(c1)OCO2 (stereo unspecified)	3	-2	-20	10	2	1	-3	-1.5
CC1(C)CC(=O)/C(=C(\O)Cc2ccccc2)C(=NCCCCCC(=O)O)C1	-16	2	-8	12	0	2	-3	0.0
COc1ccc(COC(=O)c2ccc(S(=O)(=O)N3CCC(C)CC3)cc2)cc1	-3	3	-3	5	2	0	8	0.7
Cn1c(=NC(=O)CSCC(=O)N2CCOCC2)sc2ccccc21	0	-19	-2	14	-9	-1	0	-1.8
O=C(CSCc1ccccc1Br)N/N=C/c1ccc2c(c1)OCO2	11	16	18	11	12	-13	6	4.9
CC(C)n1nnnc1SCC(=O)N1CCN(Cc2ccc3c(c2)OCCO3)CC1	-3	-7	-5	10	-2	0	-9	-0.3
CCn1ccc(C(=O)Oc2ccc(Cl)cc2)n1	4	-1	-5	13	-1	4	-11	-0.1
CCNC(=S)NNC(=O)CCn1c2ccccc2c2ccccc21	-6	-11	15	-7	-3	0	2	0.1
CC(C)CC(=O)Nc1nc(=S)ss1	-5	-10	46	19	3	-11	1	5.7
Cc1ccc(NC(=O)c2c(Cl)nc3ccccn23)cc1	-6	-18	26	10	-5	-4	0	-0.5
Cc1cccc(OCc2nn[nH]n2)c1C	-3	-16	-14	14	4	-1	4	0.4
COC(=O)CC1Sc2ccccc2NC1=O (stereo unspecified)	-5	-2	16	9	4	14*	-2	0.0
CCOC(=O)Cn1c(=O)c(F)cn(Cc2ccc(OC)c([N+](=O)[O-])c2)c1=O	-8	18	3	9	-3	1	2	-0.2
COc1ccc(C(=O)CCN2CCN(c3ccc(OC)cc3)CC2)cc1	-1	-8	-3	14	6	0	-10	-0.8
N#Cc1c(/N=C/c2ccc(-c3ccccc3C(=O)O)o2)sc2c1CCCC2	3	4	10	-13	6	1	-1	5.6
CCC(=NCCc1ccc(OC)c(OC)c1)C1=C(O)CC(C)(C)CC1=O	-4	23	6	-6	-8	-1	2	-2.4
Cc1ccc2c(C(=O)N3CCN(c4ccccc4)CC3)cc(-c3cccnc3)nc2c1C	-2	0	-1	2	-3	-1	2	-2.3
CCOc1ccc(CNC(=O)c2ccc(Sc3ccc(C)cc3)c(NC(C)=O)c2)cc1OC	3	-2	-24	-47	2	0	-8	4.4
COCCNC(=O)C(c1ccc(C)cc1)N(Cc1ccco1)C(=O)CCC(=O)Nc1ccccn1 (stereo unspecified)	-9	-1	9	1	-4	-2	1	0.5
CCN1CCN(CCC(=O)Nc2ccc(F)c(F)c2)CC1	-3	-16	3	7	-2	2	9	2.1
COc1ccc([N+](=O)[O-])cc1NC(=O)c1ccccc1SC	2	27	-9	10	2	-1	-1	0.0
Cc1ccc(CNn2cn[nH]c2=S)cc1	-5	-2	19	8	-5	-1	-4	1.9
COC(=O)c1ccc(N=NN2CCCCCC2)cc1	-4	26	-6	21	-2	17*	-6	0.2
COc1ccc(CN2C(=O)[C@H]3Cc4c([nH]c5ccccc45)C(C)(C)N3C2=O)cc1	0	-9	14	6	-16	-3	-3	1.0
CCOc1ccc(NC(=O)CN(C)C(=O)Cn2c(=O)oc3ccccc32)cc1OCC	-6	-1	-11	0	-12	0	1	0.3
COC(=O)/C(=C1/Oc2ccc(C)cc2S1)C(F)(F)F	3	33	8	14	-1	2	39	0.4
NC(=O)NC(CC(=O)NCCc1ccc(S(N)(=O)=O)cc1)c1ccccc1Cl (stereo unspecified)	21	-21	-16	21	7	0	-4	-0.1
COc1ccc2[nH]cc(CCNS(=O)(=O)c3ccccc3)c2c1	-7	-10	-1	-14	-4	-3	2	0.4
Cn1c(Cl)cnc1C(O)c1ccccc1 (stereo unspecified)	-9	1	13	27	3	-1	1	-1.5
CC1Oc2ccccc2C=C1C1/C(=C(/O)c2ccccc2)C(=O)C(=O)N1CCCN(C)C (stereo unspecified)	-6	-5	-11	-7	0	0	-1	-1.8

Looked up by structure from the entries so far (3):
SMILES	HKDC1 inh	SENP6 inh	PfGluPho inh	SENP8 block	ATG4B inhibitor	NR3A LBD binder	SENP7 inh	MPTP inh
COC(=O)c1ccc(N=NN2CCCCCC2)cc1	-4	26	-6	21	-2	17*	-6	0.2
COC(=O)/C(=C1/Oc2ccc(C)cc2S1)C(F)(F)F	3	33	8	14	-1	2	39	0.4
Cn1c(Cl)cnc1C(O)c1ccccc1 (stereo unspecified)	-9	1	13	27	3	-1	1	-1.5

(continued)
SMILES	HKDC1 inh	SENP6 inh	PfGluPho inh	SENP8 block	ATG4B inhibitor	NR3A LBD binder	SENP7 inh	MPTP inh
Cc1ccc(S(=O)(=O)N2CCN(C(=O)c3cc(S(=O)(=O)N(C)C)ccc3N3CCCC3)CC2)c(C)c1	4	2	-12	-4	-6	-3	-13	-2.7
CC(C)(C)NC(=O)C12CC3CC(CC(Cl)(C3)C1)C2	-13	-13	13	10	-5	2	5	0.3
COc1ccc(OCCC(=O)NC2=NCCS2)cc1	-6	-15	-14	8	12	1	10	0.5
Cc1nn(C)c(C)c1NC(=O)c1ccnn1C	4	3	-8	20	-1	-7	4	1.2
CS(=O)(=O)N(CC(=O)N1CCCCC1)c1ccc(Cl)c(C(F)(F)F)c1	-9	2	-8	4	-11	-3	10	-0.8
CCO[C@@H]1OC(C(=O)N2CCN(Cc3ccc4c(c3)OCO4)CC2)=C[C@H](C)[C@H]1CCCO	-7	9	-8	3	6	-1	-6	-0.1
O=C(NCc1ccc2c(c1)OCO2)C1CCN(Cc2cnn(-c3ccccc3)c2-n2cccc2)CC1	-1	-5	-29	34	-7	-3	2	13
CCOC(=O)/C(C#N)=C1\CC2CCC1(C)C2(C)C (stereo unspecified)	-7	-10	30	8	-1	3	5	-2.6
COc1ccc(-c2cn3cccnc3n2)cc1NC(=O)c1cccs1	-3	6	2	-445	3	6	-5	1.2
Nn1c(CSc2ccccn2)nc2ccccc2c1=O	-7	-1	-6	10	0	-1	0	17
CCN(c1ccccc1)S(=O)(=O)c1cc(C(=O)NCc2ccccn2)ccc1C	-2	-7	7	-8	-1	0	-9	-0.6
COc1ccc(NS(=O)(=O)c2cc(N)ccc2N2CCCC2)cc1	1	2	14	-488	-11	-2	12	0.7
Cn1c(=O)c2c(nc(-n3ccnc3)n2Cc2ccccc2)n(C)c1=O	-4	14	-8	6	1	-1	2	-1.4
CN1/C(=C\C(=O)CSc2nncn2C)C(C)(C)c2ccccc21	-6	-2	6	-87	-2	0	0	-0.9
O=C(O)c1nc(N2CCCC2)ncc1Cl	-7	-2	9	-4	-4	0	-1	0.5
COC(=O)C(F)(F)Sc1c(C)[nH]c2ccccc12	-6	-1	1	2	-2	-1	-3	-0.3
CC(NC(=O)c1ccncc1)c1ccccc1 (stereo unspecified)	-2	-6	-6	14	3	-5	3	-0.2
COc1ccccc1OCC(=O)NNC(=O)C(=O)N1CCCC1	11	0	1	4	-8	-1	0	3.1
O=[N+]([O-])c1ccc2c(c1)C(=NO)c1cc(Cl)c(Cl)cc1-2	-2	.	11	4	-4	-15	.	61*
Cc1ccc(CNCC(O)(c2ccccc2)c2ccc(Cl)cc2)cc1 (stereo unspecified)	1	.	2	14	8	-3	.	5.7
CC(C)C(=O)Nc1c2c(nc3ccccc13)N(C)CC2	-9	11	-16	-290	1	2	-5	1.7
CCCNC(=O)c1nn2c(C(F)(F)F)cc(-c3ccccc3)nc2c1Cl	-6	4	-3	-8	-7	1	5	1.0
O=C(Nc1cccc(C(F)(F)F)c1)c1cc2c(=O)c3ccccc3oc2nc1C(F)(F)F	9	2	1	19	-10	1	4	75*
COc1ccc(OC)c(NC(=S)NC(=O)c2ccc(Br)o2)c1	4	-12	-1	16	6	2	-1	0.9
CCNS(=O)(=O)c1ccc(CCC(=O)Nc2ccc(C(=O)OC)cc2)cc1	4	4	1	12	-9	1	0	0.3
COc1ccccc1OCCn1c(SCC(N)=O)nc2ccccc21	-5	-4	-11	7	-1	-4	4	-0.3
CCN(CC)CCCN(Cc1cc2cc(OC)ccc2[nH]c1=O)C(=O)Nc1ccccc1	-4	6	-5	.	-4	-3	-3	.
COc1cc(C(=O)Nc2ccc(S(=O)(=O)Nc3cc(C)on3)cc2)cc(OC)c1OC	-4	-10	-17	2	0	-1	-2	-0.9
Cc1cc(NS(=O)(=O)c2ccc(NC(=O)COc3ccccc3C(C)(C)C)cc2)no1	-2	-13	-13	2	17	-7	-12	-0.3
Cn1c(=S)n(/N=C/c2ccc3c(c2)OCO3)c2ccccc21	-6	-29	4	21	3	9	-13	-1.4

Next section; the last 2 above are carried over.
SMILES	HKDC1 inh	SENP6 inh	PfGluPho inh	SENP8 block	ATG4B inhibitor	NR3A LBD binder	SENP7 inh	MPTP inh
Cc1cc(NS(=O)(=O)c2ccc(NC(=O)COc3ccccc3C(C)(C)C)cc2)no1	-2	-13	-13	2	17	-7	-12	-0.3
Cn1c(=S)n(/N=C/c2ccc3c(c2)OCO3)c2ccccc21	-6	-29	4	21	3	9	-13	-1.4
CCOC(=O)C1CCN(c2c(NCc3ccc(C(=O)NC4CCCC4)cc3)c(=O)c2=O)CC1	-8	-6	11	16	-4	3	0	0.6
O=[N+]([O-])c1ccc2[nH]c(O)c(N=NC(=S)Nc3cccnc3)c2c1	4	-20	-11	42*	-3	7	-7	4.4
CNS(=O)(=O)c1cc(C(=O)OCC(=O)NC2CCCc3ccccc32)ccc1Cl (stereo unspecified)	-4	14	-9	6	1	-7	4	1.0
CCc1ccc(S(=O)(=O)N2CCN(c3ccccc3OC)CC2)cc1	6	2	1	34	2	1	12	2.2

Screens from PubChem.
